# Pin1 inh = blocks the human prolyl isomerase Pin1. Pin1 FP peptide displacement, HiFluor488, 10 min. 390,000 tested, 0.009% active. Potency, µM (doses to about 115 µM), for inactives: at the top dose activity, negative = inhibition, hits mostly inhibitors; active = well fitted inhibition curve with a large enough effect in the polarisation, with a control signal flat, not every such curve was filed as active; inconclusive = small, poorly fitted or top-dose-only effect, or effect the other way, or a change in a side signal; inactive = no such curve, though single readings can be large or run the other way; the % refers to the polarisation; note: % is set by controls: 0 for no effect and ±100 for the full control effect
# JMJD2A Tudor = inhibitors of human JMJD2A Tudor domain; AlphaScreen JMJD2A-Tudor / H3K4me3 peptide binding; Potency, µM (highest dose often 114 µM), for the others: at the highest dose activity change, negative = inhibition, usual class: inhibitors; 390,000 tested, 4.4% active; note: % is set by controls: 0 for no effect and ±100 for the full control effect; nearly all actives have a fitted effect of over 50% in size
# GLS inhibitor = glutaminase GLS (human) inhibition; GLS enzymatic activity, qHTS titration; 410,000 tested, 0.21% active; Potency, µM (highest dose often 45.5 µM), for inactives: at the top dose activity change, negative = inhibition, most hits filed as inhibitors; O94925; note: % is set by controls: 0 for no effect and ±100 for the full control effect
# Target sequence (O94925 whole entry, looked up): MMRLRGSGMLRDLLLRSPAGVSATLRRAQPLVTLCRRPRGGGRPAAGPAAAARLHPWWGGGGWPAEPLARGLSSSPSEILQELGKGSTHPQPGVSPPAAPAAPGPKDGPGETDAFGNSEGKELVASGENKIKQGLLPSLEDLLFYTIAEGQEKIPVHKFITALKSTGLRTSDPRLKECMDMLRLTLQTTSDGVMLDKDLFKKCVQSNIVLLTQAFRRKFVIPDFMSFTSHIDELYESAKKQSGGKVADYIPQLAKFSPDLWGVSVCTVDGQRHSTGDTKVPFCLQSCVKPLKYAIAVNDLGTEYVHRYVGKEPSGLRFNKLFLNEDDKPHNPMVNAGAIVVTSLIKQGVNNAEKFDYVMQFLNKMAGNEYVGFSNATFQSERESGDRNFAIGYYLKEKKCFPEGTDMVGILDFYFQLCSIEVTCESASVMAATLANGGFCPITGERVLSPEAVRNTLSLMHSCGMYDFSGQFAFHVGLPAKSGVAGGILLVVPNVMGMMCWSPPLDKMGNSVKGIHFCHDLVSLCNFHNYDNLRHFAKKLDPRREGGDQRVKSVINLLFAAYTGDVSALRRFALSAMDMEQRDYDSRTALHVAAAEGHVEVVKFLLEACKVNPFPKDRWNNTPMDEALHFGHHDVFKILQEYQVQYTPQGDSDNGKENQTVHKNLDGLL
#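 Compounds were pin-transferred onto hKGA, after which L-glutamine (1 mM solution) and a detection mix of glutamate oxidase, HRP and Amplex Red were added. Initial and 30 min RT fluorescence reads were collected.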
# PGK inhibitor = T. brucei PGK inhibition; AID 602233; Potency, µM (titrated, usually from 57.5 µM), for the others: at the top dose activity change, negative = inhibition, hits mostly inhibitors; P07378; PGK/GAPDH coupled, Kinase-Glo luminescence, 60 min; 380,000 tested, 0.043% active; note: % is set by controls: 0 for no effect and ±100 for the full control effect; nearly all actives have a fitted effect of over 60% in size
#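 Recombinant glycosomal PGK reaction used 1,3-bisphosphoglycerate generated in-well by GAPDH (100nM final) in 100mM TEA pH 7.6, 5mM MgCl2, 0.01% Tween-20. After 60 minutes at room temperature, ATP was read by Kinase-Glo Plus luminescence end-point.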
# HP1b chromo inh = HP1-beta chromodomain-methylated histone interaction inhibition. P83916. AlphaScreen HP1-beta / biotin-H3K9me3 peptide binding. Potency, µM (highest dose often 114 µM), for inactives: at the top dose activity change, negative = inhibition, actives largely listed as inhibitors. 390,000 tested, 0.56% active. AID 540317; note: nearly all actives have a fitted effect of over 70% in size; inactives centre near 23
# Target sequence (P83916 whole entry, looked up): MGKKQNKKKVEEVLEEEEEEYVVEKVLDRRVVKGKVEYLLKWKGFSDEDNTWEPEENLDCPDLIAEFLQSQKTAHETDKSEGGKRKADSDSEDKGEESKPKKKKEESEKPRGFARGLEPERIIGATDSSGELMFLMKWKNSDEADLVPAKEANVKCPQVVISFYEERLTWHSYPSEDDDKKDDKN
#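 AlphaScreen: HP1-beta (50 nM) preformed 30 min with biotin-H3(1-18)K9me3 peptide (50 nM) in PBS pH 7.4, 0.01% Tween-20. Compound added for 30 min at RT, then streptavidin donor/nickel chelate acceptor beads (10 ug/mL) for 30 min.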
# G9a inh = blocks human histone lysine methyltransferase G9a. Q96KQ7. G9a H3K9 monomethylation, AlphaScreen, 2 h. Potency, µM (doses to about 102 µM), for the others: at the top dose activity, negative = inhibition, usual class: inhibitors. 350,000 tested, 8.8% active; note: % is set by controls: 0 for no effect and ±100 for the full control effect; nearly all actives have a fitted effect of over 75% in size
#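 Step 1: enzyme (final 20 nM) with compound, 15 min RT. Step 2: substrate peptide 500 nM and SAM 20 uM, 2 h RT. Step 3: anti-H3K9me1 antibody and AlphaScreen beads, 10 min, then plate read.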
# POLI inh = DNA polymerase iota (human) inhibition. Potency, µM (top dose mostly 115 µM), without a hit: at the top dose activity, negative = inhibition, hits mostly inhibitors. Q9UNA4. Pol iota fluorescent replication assay, 10 min. 390,000 tested, 1% active
#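 Fluorescent replication assay read twice, at 0 min and 10 min after adding 50 nM (final) substrate. Enzyme (10 nM) and compounds were first incubated 15 min at room temperature; enzyme-free buffer wells were negative controls.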
# BLM inh = Bloom syndrome helicase (human) inhibition | P54132 | recombinant BLM DNA unwinding, fluorescence dequenching | Potency, µM (series often up to 56.1 µM), for the others: top-dose activity change, negative = inhibition, actives largely listed as inhibitors | 350,000 tested, 0.2% active | AID 2528;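 note: plate controls were vehicle for no effect and no enzyme for full effect; nearly all actives have a fitted effect of over 35% in size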
# BAZ2B block = blocks human BAZ2B; Q9UIF8; 360,000 tested, 4.4% active; AID 504333; Potency, µM (top dose mostly 114 µM), for inactives: at the highest dose activity change, negative = inhibition, usual class: inhibitors; AlphaScreen BAZ2B-H3K14Ac peptide displacement; note: % is set by controls: 0 for no effect and ±100 for the full control effect; nearly all actives have a fitted effect of over 60% in size
#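 Multi-concentration screen (max 110 uM) measuring displacement of acetylated histone H3 peptide from BAZ2B by AlphaScreen, using 50 nM protein, 50 nM peptide and 10 ug/mL streptavidin donor plus Ni-chelate acceptor beads.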
# * = called active by the depositor; i = inactive; ? = inconclusive; . = no result given; [ ] = another dose, or the depositor's remark. Unless noted, calls come from the whole dose curve; as a rule, active = well fitted curve in the direction sought with a large enough effect; inconclusive = small, poorly fitted or top-dose-only effect, or another doubt; inactive = no such curve, though single readings can be large; an effect the other way counts as inactive or inconclusive. Potency is the fitted concentration of half-maximal effect. Only part of the results is shown. The share of hits here may be higher or lower than overall.
# The line under a structure holds: Pin1 inh | JMJD2A Tudor | GLS inhibitor | PGK inhibitor | HP1b chromo inh | G9a inh | POLI inh | BLM inh | BAZ2B block
> CCOC(=O)C1=C(O)/C(=C/c2cn(CC(=O)NCC3CCCO3)c3ccccc23)SC1=Nc1ccc(C)cc1 (stereo not given)
    ? | -28%[57.1 µM] | -1% | -6% | 35% | . | ? | . | .
> O=S(=O)(c1ccc(Cl)cc1)n1cnc2ccccc21
    1% | -5% | -5% | i | 74%[activator] | . | 21% | -3% | -1%
> S=C1NC(c2ccccc2)=NCN1c1ccc(Cl)cc1
    1% | -14% | 5% | 11% | 17% | 17%[12.7 µM] | 3% | -3% | -6%
> COc1cc(C2c3c(-c4c(C)cc(C)cc4O)n[nH]c3C(=O)N2CCO)cc(OC)c1OC (stereo not given)
    3% | -16% | -7% | . | 4% | -29%[59 µM] | 8% | 0% | -13%
> COc1cc2cc(C(c3nnnn3C(C)(C)C)N3CCc4ccccc43)c(=O)[nH]c2cc1OC (stereo not given)
    0% | ? | 6% | . | -5% | ? | 61%[activator] | -10% | ?
> CCC(C)Sc1nc2c(cnn2-c2ccc(C)cc2)c(=O)[nH]1 (stereo not given)
    3% | -11% | 2% | 1% | 28% | -33% | 6% | -4% | 10%
> CC(C)CCn1cnc2c(c1=O)c1nc3ccccc3nc1n2Cc1ccc2c(c1)OCO2
    -3% | -6% | 1% | i | 26% | -1%[0.501 µM] | 34%[activator] | 3% | -3%
> CCNC(=S)N1CCC(c2nc3cc(C)c(C)cc3[nH]2)CC1
    2% | -13% | 8% | -3% | 27% | ? | 15% | 7% | 9%
> COc1cc(CNCCO)ccc1OCCc1ccccc1
    1% | -14% | -3% | -8% | 25% | 14% | 30% | -3% | -11%
> O=S(=O)(c1ccc(Cl)cc1)N1CCN(c2ncnc3sccc23)CC1
    16% | -10% | -2% | 3% | 39% | . | 13% | . | .
> CC(C)Sc1nnc(Nc2ccccc2)s1
    -2% | 0% | 2% | i | 35% | 50µM* | 16% | -6% | 5%
> Cc1c(NC(=O)CN2CCN(c3ccc(O)cc3)CC2)c(=O)n(-c2ccccc2)n1C
    -1% | 28µM* | -13% | -3% | ? | 6.3µM* | -4% | -3% | .
> CC(C)N1C(=O)C2C(C(=O)NC3CCCCC3)C3C=CC2(O3)C1C(=O)NC1CCCC1 (stereo not given)
    1% | -9% | -16% | -6% | 44%[activator] | -8%[59 µM] | 0% | -4% | -1%
> O=C(NCc1ccccn1)c1ccc(Cl)c(S(=O)(=O)N2CCCCC2)c1
    -4% | -5%[11.4 µM] | -2% | i | 19% | . | 88%[activator] | 0% | -5%
> CCCC(c1nnnn1CC(=O)OCC)N(Cc1cc2c(C)cc(C)cc2[nH]c1=O)C1CCCC1 (stereo not given)
    -1% | -23% | -7% | -1% | 26% | 28µM* | 9% | -3% | -38%

# Ordered by heavy-atom count (lowest first): part of the list above.
# The line under a structure holds: Pin1 inh | JMJD2A Tudor | GLS inhibitor | PGK inhibitor | HP1b chromo inh | G9a inh | POLI inh | BLM inh | BAZ2B block
> O=S(=O)(c1ccc(Cl)cc1)n1cnc2ccccc21
    1% | -5% | -5% | i | 74%[activator] | . | 21% | -3% | -1%
> S=C1NC(c2ccccc2)=NCN1c1ccc(Cl)cc1
    1% | -14% | 5% | 11% | 17% | 17%[12.7 µM] | 3% | -3% | -6%
> CCNC(=S)N1CCC(c2nc3cc(C)c(C)cc3[nH]2)CC1
    2% | -13% | 8% | -3% | 27% | ? | 15% | 7% | 9%
> O=S(=O)(c1ccc(Cl)cc1)N1CCN(c2ncnc3sccc23)CC1
    16% | -10% | -2% | 3% | 39% | . | 13% | . | .
> O=C(NCc1ccccn1)c1ccc(Cl)c(S(=O)(=O)N2CCCCC2)c1
    -4% | -5%[11.4 µM] | -2% | i | 19% | . | 88%[activator] | 0% | -5%
> Cc1c(NC(=O)CN2CCN(c3ccc(O)cc3)CC2)c(=O)n(-c2ccccc2)n1C
    -1% | 28µM* | -13% | -3% | ? | 6.3µM* | -4% | -3% | .
> CC(C)CCn1cnc2c(c1=O)c1nc3ccccc3nc1n2Cc1ccc2c(c1)OCO2
    -3% | -6% | 1% | i | 26% | -1%[0.501 µM] | 34%[activator] | 3% | -3%
> COc1cc2cc(C(c3nnnn3C(C)(C)C)N3CCc4ccccc43)c(=O)[nH]c2cc1OC (stereo not given)
    0% | ? | 6% | . | -5% | ? | 61%[activator] | -10% | ?
> CCCC(c1nnnn1CC(=O)OCC)N(Cc1cc2c(C)cc(C)cc2[nH]c1=O)C1CCCC1 (stereo not given)
    -1% | -23% | -7% | -1% | 26% | 28µM* | 9% | -3% | -38%
> CCOC(=O)C1=C(O)/C(=C/c2cn(CC(=O)NCC3CCCO3)c3ccccc23)SC1=Nc1ccc(C)cc1 (stereo not given)
    ? | -28%[57.1 µM] | -1% | -6% | 35% | . | ? | . | .

# Further results:
Compound | Pin1 inh | JMJD2A Tudor | GLS inhibitor | PGK inhibitor | HP1b chromo inh | G9a inh | POLI inh | BLM inh | BAZ2B block
CCCn1c(SCC(=O)N2CCCc3ccccc32)nnc1-c1ccccn1 | 2% | -14% | 3% | 11% | 37% | 9%[59 µM] | 10% | -1% | ?
O=C(Cn1ncc2c(=O)oc3ccccc3c21)N1CCCc2ccccc21 | 3% | -7% | 13% | -2% | 29% | -33% | 3% | -1% | 1%
O=C(CSCc1cnn(-c2ccccc2)c1-n1cccc1)NCc1ccccc1Br | 3% | -5% | 1% | -11% | 70%[activator] | -6%[59 µM] | 20% | 2% | -4%
CCCCc1nc(N2CCOCC2)c(C#N)c2c1COC(C)(C)C2 | -2% | 21% | 6% | -9% | 51%[activator] | -2%[12.7 µM] | 4% | -3% | 15%
O=C(OC1CCS(=O)(=O)c2sccc21)c1ccccc1 (stereo not given) | 1% | -15% | 3% | 8% | 14% | -4%[59 µM] | 9% | -4% | 4%
CCOC(=O)[C@@H]1[C@H]2COc3ccc(Br)cc3[C@H]2N2C(=O)N(c3cccc(Cl)c3)C(=O)[C@]12C | 9% | -16% | 5% | 3% | 49%[activator] | -7% | 20% | -9% | -38%
Cc1ccc(C(=O)N2CCN=C2SCc2ccc([N+](=O)[O-])cc2)cc1C | 1% | -28% | 7% | -1% | -20% | ? | 72%[activator] | -6% | ?
CCCC[C@@H]1C=C(C(=O)O)[C@H](c2ccc(Cl)c(Cl)c2)N1S(=O)(=O)c1ccc(C)cc1 | . | -22% | 9% | -15% | 19% | . | ? | . | .

# Complete entries as entered above. Values in the order: Pin1 inh | JMJD2A Tudor | GLS inhibitor | PGK inhibitor | HP1b chromo inh | G9a inh | POLI inh | BLM inh | BAZ2B block
# Shown for CCOC(=O)[C@@H]1[C@H]2COc3ccc(Br)cc3[C@H]2N2C(=O)N(c3cccc(Cl)c3)C(=O)[C@]12C : 9% | -16% | 5% | 3% | 49%[activator] | -7% | 20% | -9% | -38%
# Shown for CCCC[C@@H]1C=C(C(=O)O)[C@H](c2ccc(Cl)c(Cl)c2)N1S(=O)(=O)c1ccc(C)cc1 : . | -22% | 9% | -15% | 19% | . | ? | . | .

# High-throughput results from PubChem.
